Screening data from PubChem BioAssay.
S3 lipid droplet – qHTS Assay for Lipid Storage Modulators in Drosophila S3 Cells; Drosophila S3 cells, BODIPY lipid droplet fluorescence, 18-24 h; cells fed with added oleic acid; 0.64% of 320,000 active; AID 2685; Potency in µM for hits, for the others lipid storage change, negative = inhibition, % at the top dose, mostly 46.1 µM; active = well fitted inhibition curve with a large enough effect in the signal ratio, with a control signal flat, not every such curve was filed as active; inconclusive = small, poorly fitted or top-dose-only effect, or effect the other way, or a change in a side signal; the % refers to the signal ratio
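Drosophila S3 cells got compounds at several concentrations plus oleic acid (400 uM solution). Laser-scanning cytometry with 488 nm excitation read lipid droplets at 500-530 nm and cells at 575-640 nm. Percent activity was relative to 20 uM Triacsin C.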
S3 lipid droplet cell count max – further read-out of S3 lipid droplet, marked with its call; cell number change, %; measured here: cell count max response;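 cells counted by Cell Tracker Red CMTPX staining in the red channel; peak over a dose series mostly up to 46.1 µM; percent activity relative to internal control wells on each plate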
* hit, by the source's call; i = inactive; ? = inconclusive; nt = not tested or not shown; [ ] = dose if it differs, or a comment. % is set by controls: 0 for no effect and ±100 for the full control effect; potency is the fitted concentration of half-maximal effect.

| S3 lipid droplet | S3 lipid droplet cell count max | SMILES |
| --- | --- | --- |
| ? | nt | CC1(C)C(c2ccccc2)=NC(c2ccc(F)cc2)N1O (centres undefined) |
| ? | nt | COc1cc(Nc2nnc(C)s2)c(Cl)cc1Cl |
| i[0.0737 µM] | nt | CN(CC(=O)Nc1ccc(Cl)c(C(F)(F)F)c1)C(=O)c1cccs1 |
| ? | nt | CN(C)c1ccc(/C=N/N(CCO)C2=NS(=O)(=O)c3ccccc32)cc1 |
| 16µM* | -4.0* | CC(C)c1nc2ccccc2n1CCC(=O)O |
| ? | nt | Cc1cc(C(=O)C(=O)O)c(C)n1-c1ccc(Cl)cc1 |
| -7% | 15 | COc1ccc(/C=C/C(=O)OCC(=O)N2CC(=O)Nc3ccccc32)cc1S(=O)(=O)N1CCOCC1 |
| ? | nt | Cn1c(=N)n(CC(=O)c2ccc(Cl)c(Cl)c2)c2ccccc21 |
| 2% | 1 | FC(F)c1nc2ccccc2[nH]1 |
| 9% | -4 | O=C(CCn1c(=O)[nH]c2ccccc2c1=O)NCCCN1CCN(c2cccc(Cl)c2)CC1 |
| -11% | -16 | Cc1nn(C(=O)Cn2ccc([N+](=O)[O-])n2)c(C)c1Cl |
| ? | nt | CCOC(=O)Cc1csc(NC(=O)CSc2nc(N)c3c(C)c(C)sc3n2)n1 |
| ? | nt | CCOC(=O)c1c(CN2CCOCC2)n(-c2ccccc2)c2cc(Br)c(OC)cc12 |
| -1% | -8 | CC(C)(C)OC(=O)N1CCCN(C(=O)Nc2ccc(C(F)(F)F)cc2)CC1 |
| ? | nt | CC1(c2ccc3c(c2)OCO3)NC(=O)N(CC(=O)Nc2ccccc2)C1=O (centres undefined) |
| 0% | 15 | CCN(C(=O)CSc1nc2cc(C(=O)O)ccc2c(=O)n1Cc1ccccc1)c1ccccc1 |
| ? | nt | COc1cc(OC)c(OC)cc1/C=C/C(=O)c1ccc(NS(=O)(=O)c2ccc(C)cc2)cc1 |
| -13% | -4 | CCSc1nnc(CNC(=O)C23CC4CC(CC(C4)C2)C3)n1Cc1ccccc1 |
| 12% | -3 | CC(NC(=O)c1ccc(Cn2cc([N+](=O)[O-])cn2)o1)c1ccccc1 (centres undefined) |
| 8% | -8 | O=C(COc1ccc(F)cc1Br)NCC1(N2CCOCC2)CCCCC1 |
| ? | nt | COc1ccc(CC(=O)NNC(=O)c2cccs2)cc1OC |
| 14% | 1 | CN1CCC(C(=O)N2CCCC(C(=O)c3ccc4c5c(cccc35)CC4)C2)CC1 (centres undefined) |
| ? | nt | Cc1ccc(C(=O)NCCCCNC(=O)c2ccc(C)o2)o1 |
| ? | nt | C=CCn1c(=O)c2ccccc2n2c(SCC(=O)NCCc3ccccc3)nnc12 |
| ? | nt | CC(C)OC(=O)C(C#N)c1nc2ccccc2nc1N1CCN(Cc2ccc3c(c2)OCO3)CC1 (centres undefined) |
| i | 12 | Cc1cc(OCC(=O)NCCCN2CCOCC2)c2c(C)c(C)c(=O)oc2c1 |
| -28% | 0 | COc1ccc(C(=O)CC(=O)C(=O)Nc2c(C)cccc2C)cc1 |
| i | nt | Cc1cccc(NC(=O)CN(C)S(=O)(=O)c2ccc(Br)cc2)n1 |
| ? | nt | COCCNC(=O)C(c1ccc(F)cc1)N(C(=O)CCC(=O)Nc1nccs1)c1cccc(C)c1 (centres undefined) |
| 2% | 7 | COc1ccc(OC)c(S(=O)(=O)Nc2cc3c4c(c2)CCN4C(=O)CC3)c1 |
| 1% | -1 | COc1ccccc1CN1CCN(C(=O)c2ccco2)CC1 |
| -3% | -11 | Cc1ccc(-n2c(-c3cn(C)nc3C)n[nH]c2=S)cc1 |
| 12% | 11 | O=C(NNS(=O)(=O)c1ccccc1)c1csc(-c2cccnc2)n1 |
| 18% | 5 | CCC(CC)C(=O)Nc1cc([N+](=O)[O-])ccc1Cl |
| ? | nt | COc1ccc(C(c2c(C)n(C)n(-c3ccccc3)c2=O)c2c(C)n(C)n(-c3ccccc3)c2=O)cc1 |
| 17% | 5 | CCn1c(SCC(=O)NNC(=O)c2ccc(OC)cc2)nnc1-c1cccnc1 |
| ? | nt | O=C(CSc1nc2[nH]c(=O)[nH]c(=O)c2s1)Nc1cccc(F)c1 |
| 17% | 10 | Cc1ccc(C(O)c2nccn2C)o1 (centres undefined) |
| ? | nt | Cc1c(OC(C)C(=O)O)ccc2c(-c3ccccc3)cc(=O)oc12 (centres undefined) |
| 2% | 0 | CCOC(=O)CSc1nc2ccc(NC(=O)CSc3nnnn3Cc3ccccc3)cc2s1 |
| ? | nt | COc1ccc(C(=O)C=CNNC(=O)c2ccc(Cl)cc2)cc1 |
| ? | nt | CC(Nc1nc(-c2ccncc2)nc2ccccc12)c1ccccc1 (centres undefined) |
| 14% | -12 | O=C1NC(=O)/C(=C\c2ccc(OCc3ccccc3)cc2)S1 |
| 19% | -3 | CC1(C)CC(=O)C2=C(C1)OC(N)=C(C#N)C2c1ccccc1OC(=O)N1CCOCC1 (centres undefined) |
| ? | nt | COc1cc(OC)cc(N(C(=O)c2snc(C(N)=O)c2N)C(C(=O)NCC2CCCO2)c2ccc(C)o2)c1 (centres undefined) |
| ? | nt | Cc1ccc(C(=O)N2CCCC(CCC(=O)N3CCN(c4ccccn4)CC3)C2)cn1 (centres undefined) |
| ? | nt | O=C(Nc1cc(S(=O)(=O)N2CCOCC2)ccc1Oc1ccc(F)cc1)C1=COCCO1 |
| -2% | 1 | O=C(O)CSCC(=O)Nc1cc(C(F)(F)F)ccc1Cl |

A portion from further up, as a working copy:
| S3 lipid droplet | S3 lipid droplet cell count max | SMILES |
| --- | --- | --- |
| ? | nt | COc1cc(OC)cc(N(C(=O)c2snc(C(N)=O)c2N)C(C(=O)NCC2CCCO2)c2ccc(C)o2)c1 (centres undefined) |
| ? | nt | Cc1ccc(C(=O)N2CCCC(CCC(=O)N3CCN(c4ccccn4)CC3)C2)cn1 (centres undefined) |

(next part)
| S3 lipid droplet | S3 lipid droplet cell count max | SMILES |
| --- | --- | --- |
| ? | nt | COc1ccc2cc(C(=O)N(C)CC(=O)Nc3ccccc3Br)ccc2c1 |
| ? | nt | CCOc1ccc(S(=O)(=O)N2CCCC(C(=O)NCC3CCCO3)C2)cc1Cl (centres undefined) |
| ? | nt | Cc1nn2c(-c3cccnc3)ccnc2c1-c1ccccc1 |
| ? | nt | O=S(=O)(Nc1cccc(-c2ccc(N3CCCCCC3)nn2)c1)c1ccccc1Cl |
| ? | nt | O=C1CCc2cc(NS(=O)(=O)c3ccc([N+](=O)[O-])cc3)cc3c2N1CCC3 |
| i | nt | CC1(C(=O)N(CC(=O)NC2CCCC2)Cc2ccccc2)CC(=O)N=C2C=CC=CN21 (centres undefined) |
| ? | nt | Cc1ccc2nsnc2c1S(=O)(=O)N1CCN(C(=O)C2CCCO2)CC1 (centres undefined) |
| ? | nt | CC(C)C(=O)NCCc1nc2ccccc2n1CCc1ccccc1 |
| ? | nt | COc1cccc(NC(=O)c2ocnc2C)c1 |
| -4% | -3 | COCCN(C(=O)c1cc(OC)c(OC)c(OC)c1)c1c(N)n(Cc2ccccc2)c(=O)[nH]c1=O |
| 0% | 5 | CC1CCN(CC(=O)Nc2ccc(Cl)cc2[N+](=O)[O-])CC1 |
| 5% | 7 | Cc1cc(NC(=O)CSc2nc3c(c(=O)n2C)SCC3)no1 |

By substructure: those above containing a nitro group on carbon.
| S3 lipid droplet | S3 lipid droplet cell count max | SMILES |
| --- | --- | --- |
| -11% | -16 | Cc1nn(C(=O)Cn2ccc([N+](=O)[O-])n2)c(C)c1Cl |
| 12% | -3 | CC(NC(=O)c1ccc(Cn2cc([N+](=O)[O-])cn2)o1)c1ccccc1 (centres undefined) |
| 18% | 5 | CCC(CC)C(=O)Nc1cc([N+](=O)[O-])ccc1Cl |
| ? | nt | O=C1CCc2cc(NS(=O)(=O)c3ccc([N+](=O)[O-])cc3)cc3c2N1CCC3 |
| 0% | 5 | CC1CCN(CC(=O)Nc2ccc(Cl)cc2[N+](=O)[O-])CC1 |

Next records follow.
| S3 lipid droplet | S3 lipid droplet cell count max | SMILES |
| --- | --- | --- |
| -2% | nt | Nc1ncnc2c1ncn2C1OC(CO)C(O)C1N (centres undefined) |
| 15% | 4 | O=C(NCC(=O)c1ccccc1)OCc1ccc([N+](=O)[O-])cc1 |
| ? | nt | O=C(NCc1ccc(F)c(F)c1)C1CCC(=O)N(CC2CCCCC2)C1 (centres undefined) |
| 0% | -10 | O=C(/C=C/c1ccco1)OCc1nnc(-c2ccc(Cl)cc2)o1 |
| ? | nt | CCOC(=O)NC(=O)CSc1ccccn1 |
| ? | nt | CCCCN(C(=O)c1ccc(S(=O)(=O)N(C)C)cc1)c1nc2ccccc2s1 |
| ? | nt | O=C(NNc1ccccc1[N+](=O)[O-])Nc1ccccc1 |
| 2% | 13 | CC(C)CC(=O)Nc1ccc(-c2nc3ccccc3c(=O)[nH]2)cc1 |
| ? | nt | COc1ccccc1NC(=S)N(C(C)C)C(C)c1ccccn1 (centres undefined) |
| 6.5µM* | -14* | CC(=O)NC(Cc1ccccc1F)C(=O)NC1CCN(C(=O)NCc2ccccc2)CC1 (centres undefined) |
| ? | nt | CN(C)c1nc(N)nc(-c2cccnc2)n1 |
| 7% | 9 | COc1ccccc1CNC(=O)COC(=O)C1CCN(c2ccc(C(F)(F)F)cn2)CC1 |
| ? | nt | O=C(O)c1cc(Br)ccn1 |
| -1% | -8 | CC1CC2=C(NC(=S)NC2c2cccc(F)c2)/C(=C/c2cccc(F)c2)C1 (centres undefined) |
| ? | nt | CCOCCc1nnc(NC(=O)CCc2ccccc2)s1 |
| ? | nt | O=C(CCNc1ccc(Cl)c(C(F)(F)F)c1)c1ccco1 |
| ? | nt | O=C(Cn1ncc2c(=O)oc3ccccc3c21)N1CCC(N2CCCCC2)CC1 |
| i | -20 | CCOc1ccc(Cl)cc1C1=CC(=O)C[C@H](c2ccc(OC)cc2)C1 |
| 0% | -24 | O=C(Nc1nc2ccccc2n1CCN1CCCCC1)C1CCCCC1 |
| ? | nt | CCc1ccc2nc(NC3=NCN(CCN4CCOCC4)CN3)nc(C)c2c1 |
| ? | nt | CC(=O)N1CCc2cc(S(=O)(=O)Nc3cccc(C(F)(F)F)c3)ccc21 |
| ? | nt | CCOc1ccccc1NC(=O)CN1CCC(C(=O)c2ccc(F)cc2)CC1 |
| -18% | 3 | Cc1cccc(C)c1OCc1cc(C(=O)NCC2CC2)no1 |
| -9% | 15 | Cc1cccc(NC(=O)N2C3CCCC2CC(NC(=O)C2CC2)C3)c1 (centres undefined) |
| 2% | -2 | CCn1nc(C)c(NC(=O)c2cnn3c(C(F)F)cc(-c4ccccc4)nc23)c1C |
| ? | nt | COc1ccc(-c2[nH]ncc2Oc2ccccc2OC)c(O)c1 |
| ? | nt | COc1ccc(-n2cnc3cc(NCc4ccco4)ccc32)cc1 |
| ? | nt | O=C(Cc1ccc(Br)cc1)Nc1ccc(S(=O)(=O)N2CCCC2)cc1 |
| 10% | 10 | O=C1C[C@@H]2c3c(cccc3CN1Cc1ccc(F)cc1)C[C@@H](O)[C@H]2O |
| ? | nt | CN(C(=O)COC(=O)CCC(=O)c1ccccc1)c1c(N)n(Cc2ccccc2)c(=O)[nH]c1=O |
| ? | nt | Cc1ccc(C(=O)COC(=O)c2cccc([N+](=O)[O-])c2)s1 |
| ? | nt | O=S(=O)(Nc1ccccc1)c1cccc2nonc12 |
| -16% | -19 | CC(C)(C(=O)O)c1ccc(C(O)CCCN2CCC(C(O)(c3ccccc3)c3ccccc3)CC2)cc1 (centres undefined) |
| ? | nt | COc1ccc(-c2cc(C)no2)cc1S(=O)(=O)N1CC(=O)Nc2ccccc21 |
| ? | nt | CCOC(=O)c1ccc(NC(=O)Cn2nnc3ccccc32)cc1 |
| -1% | -1 | CCOC(=O)CNC(=O)CSc1ncnc2c1nnn2-c1ccc(F)cc1 |
| 12% | -10 | COc1ccc(NCc2nnc(SCC(=O)N3CCCc4ccccc43)n2C)cc1 |
| ? | nt | COc1ccccc1NC(=O)CCSc1ccc(C)cc1 |
| -2% | 1 | CCOC(=O)c1c(NC(=S)N2CCCCC2)sc2c1CCN(C(=O)OCC)C2 |
| ? | nt | CC(c1ccccc1)n1c(-c2ccc(Cl)cc2)n[nH]c1=S (centres undefined) |
| ? | nt | COc1ccc2nc(N/C(N)=N/C(=S)Nc3ccc(C)c(C)c3)nc(C)c2c1 |
| -12% | 1 | CN(C)S(=O)(=O)N1CCc2ccccc2C1 |
| ? | nt | O=C(CCSCCC(=O)NCCN1CCOCC1)NCCN1CCOCC1 |
| ? | nt | CC(=O)C1=NN(c2ccccc2)C(c2ccc3c(c2)OCO3)N1c1ccccc1 (centres undefined) |
| ? | nt | Cc1ccc(CN2Cc3cccc4c3[C@@H](CC2=O)[C@H](O)[C@H](O)C4)cc1 |
| ? | nt | COC(=O)[C@@H]1CC[C@H](C)[C@@H](c2ccc(C)cc2)N1C(=O)c1ccc(/C=N/O[C@@H](C)CN2CCCCc3nc(C)c(C)cc32)cc1 |
| i | 20 | COc1ccc(CCNC(=O)c2ccc(COc3ccccc3OC)o2)cc1 |
| ? | nt | O=C(c1ccc(-c2ccccc2)cc1)N1CCN(c2ccccc2)CC1 |
| 12% | nt | Cc1noc(C)c1S(=O)(=O)N(CC(=O)O)c1ccc2c(c1)OCO2 |
| ? | nt | O=C1CN(S(=O)(=O)c2ccc(Cl)cc2C(F)(F)F)CCN1 |
| ? | nt | O=C(CSCCO)Nc1cccc(C(F)(F)F)c1 |
| -5% | nt | O=C1NC(=S)N/C1=C\c1ccc(Oc2ccc(C(F)(F)F)cc2[N+](=O)[O-])c(Cl)c1 |
| 2% | -14 | COc1ccc(C2C(C#N)=C(N)Oc3n[nH]c(C)c32)cc1CN1CCN(c2ccc(F)cc2)CC1 (centres undefined) |
| -1% | -12 | S=c1[nH]nc(-c2ccc3ccccc3n2)n1-c1ccccc1 |

Only part of the results is shown (hit frequency here may not be typical).
